Bioassay records as filed in PubChem BioAssay.
D1 potentiator: human D1 dopamine receptor positive modulation. HEK293 TREx D1 cells, calcium flux, dopamine EC20 potentiation. 0.036% of 360,000 active. potentiation, % at 10 µM. AID 504651. P21728; in the data active means potentiation above about 30%; further: 0% is about no effect
Target sequence (P21728 whole entry, looked up): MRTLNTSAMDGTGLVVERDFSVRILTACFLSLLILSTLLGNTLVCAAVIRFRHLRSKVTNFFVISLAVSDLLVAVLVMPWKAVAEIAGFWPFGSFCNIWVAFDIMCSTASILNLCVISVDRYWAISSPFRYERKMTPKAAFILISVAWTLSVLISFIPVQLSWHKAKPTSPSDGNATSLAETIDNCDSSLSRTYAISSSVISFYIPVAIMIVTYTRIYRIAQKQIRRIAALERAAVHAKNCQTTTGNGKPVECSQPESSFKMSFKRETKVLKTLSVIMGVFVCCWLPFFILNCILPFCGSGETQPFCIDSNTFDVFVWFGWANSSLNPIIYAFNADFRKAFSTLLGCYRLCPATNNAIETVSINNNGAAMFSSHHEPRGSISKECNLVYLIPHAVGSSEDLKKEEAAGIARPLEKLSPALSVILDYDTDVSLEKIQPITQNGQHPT
D2 PAM: positive allosteric modulators of human D2 dopamine receptor; 0.34% of 340,000 active; HEK293 T-REx D2, calcium flux, EC20 dopamine potentiation; potentiation, % at 10 µM;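 active means potentiation over 3 SD above the plate norm, cut at about 30% in these data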; further: 0% is about no effect
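Primary screen. Calcium kinetics in induced HEK293 T-REx D2 cells: compound pre-addition 180 s, EC20 dopamine, 180 s more.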
TRHR enhancer: allosterically enhances the human TRH receptor. TRHR cells, fluo-8 calcium fluorescence, EC20 TRH enhancement. enhancement, % at 2 µM. 0.66% of 360,000 active. AID 493056; in the data active means enhancement above about 30%; further: 0% is about no effect
Target sequence (P34981 whole entry, looked up): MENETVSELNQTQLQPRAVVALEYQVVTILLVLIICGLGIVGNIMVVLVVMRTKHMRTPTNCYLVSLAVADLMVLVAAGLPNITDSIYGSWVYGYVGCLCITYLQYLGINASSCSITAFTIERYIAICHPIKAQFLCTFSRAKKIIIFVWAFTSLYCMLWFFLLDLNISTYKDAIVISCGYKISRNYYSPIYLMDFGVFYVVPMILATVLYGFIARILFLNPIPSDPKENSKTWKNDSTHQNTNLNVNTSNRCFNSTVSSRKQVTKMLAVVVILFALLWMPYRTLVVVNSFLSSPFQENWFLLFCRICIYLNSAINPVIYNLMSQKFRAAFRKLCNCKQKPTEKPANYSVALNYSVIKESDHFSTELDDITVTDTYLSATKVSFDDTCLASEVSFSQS
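Enhancer read-out: after compound pinning and an initial kinetic agonist-mode read, an EC20 of TRH (10 nM final) was injected and fluo-8 calcium signal (Ex 480/Em 530) followed at 1 s/cycle for 100 cycles in TRHR-expressing cells.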
D1 antag: antagonists of human D1 dopamine receptor; P21728; activity change, negative = inhibition, % at 10 µM; HEK293 TREx D1 cells, calcium flux, dopamine EC80; stronger effect = lower value; AID 504652; 3.2% of 360,000 active; in the data active means activity change below about -30%; further: on the % scale 0 is the no-effect control and ±100 the full control effect
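Inducible Hek293 Trex D1 cells (tetracycline, overnight, 30 C). Calcium dye 30–90 min RT. Antagonist mode: EC80 dopamine added after 180 s compound read.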
D1 ag: human D1 receptor agonism; P21728; HEK293 T-REx D1 cells, calcium flux, agonist mode; activation, % at 2 µM; 1% of 360,000 active; AID 504660; further: 0% is about no effect
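Tetracycline-induced HEK293 TREx D1 cells, force-coupled to calcium signalling, were dye-loaded with a no-wash calcium kit. Compound was pin-added after a 10 s baseline. Fluorescence was read kinetically at 1 cycle/s for 180 s, with calcium rises flagged as agonism.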
TRHR ag: agonists of human TRH receptor | TRHR cells, calcium flux fluo-8, FDSS agonist mode | activation, % at 2 µM | P34981 | AID 493084 | 0.18% of 360,000 active; further: 0% is about no effect
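Fluo-8-loaded TRHR cells; 10 s baseline, compound added, kinetic Ca2+ fluorescence read 1/s, agonist mode.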
RXFP1 antag: antagonists of human relaxin receptor RXFP1; activity change, negative = inhibition, % at 57.5 µM; 0.59% of 350,000 active; Q9HBX9; HEK293-RXFP1, relaxin-stimulated cAMP HTRF, 30 min; stronger effect = lower value;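 active means activity change of -60% or lower, but not beyond a set lower limit; inconclusive means change between -60% and -40%, or beyond the set limit; inactive means change above -40%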; further: on the % scale 0 is the no-effect control and ±100 the full control effect
D2 antag: antagonizes the human D2 dopamine receptor. P14416. HEK293 TREx D2 cells, calcium flux, dopamine EC80. inhibition, % at 10 µM. 2% of 340,000 active. AID 485344; in the data active means inhibition above about 30%; further: 0% is about no effect
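Calcium flux kinetic readout in an inducible HEK293 TREx D2 line plated overnight at 30 C. After 180 s compound exposure, an EC80 dopamine challenge follows with another 180 s kinetic read to detect antagonism.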
D2 ag: activates the human D2 dopamine receptor; activation, % at 2 µM; P14416; HEK293 T-REx D2 cells, calcium flux agonist mode; 0.53% of 340,000 active;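 active means activation over 3 SD above normal in the single-dose calcium agonist read, cut at about 30% in these data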; further: 0% is about no effect
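Tetracycline-induced HEK293 T-REx cells with force-coupled D2 receptor, plated overnight at 30 C, loaded with no-wash calcium dye. After a 10 s baseline, compound was pin-added and calcium flux read kinetically for 180 s; calcium rises flagged agonists.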
An asterisk follows results filed as active; ? = inconclusive; . = not tested or not shown. Unless noted, no stated cut-off is given here; in the data, active means activation above about 30%; inactive means the rest.

#	canonical_smiles	D1 potentiator	D2 PAM	TRHR enhancer	D1 antag	D1 ag
1	CN(C)C(=O)N=NC(=O)N(C)C	0	-11	1	7	4
2	CCOc1cc(C2C3=C(CCCC3=O)Nc3ccc4ncccc4c32)ccc1O (centres undefined)	0	2	-1	-15	7
3	CCCCNC(=O)NCc1cnn(C)c1C	-5	-12	-2	4	3
4	O=C(OCc1c(-c2ccccc2)ncc2ccccc12)c1cccc(Br)c1	-1	-6	-5	.	3
5	CCOC(=O)CN1C(=O)S/C(=C/C=C/c2ccc(N(C)C)cc2)C1=O	-6	3	-6	-18	105*
6	Cc1ccc2[nH]c(=O)c(CN(CC3CCCO3)C(=O)c3ccncc3)cc2c1 (centres undefined)	-2	-8	-1	-10	2
7	CCOC(=O)C1=C(CNC2CCCCC2)NC(=O)NC1c1cc(C)ccc1C (centres undefined)	-4	1	0	-17	0
8	CCCn1c(=O)c2c(nc3n2CC(C)CN3Cc2ccccc2)n(C)c1=O (centres undefined)	3	7	-4	13	1

#	TRHR ag	RXFP1 antag	D2 antag	D2 ag
1	-0.8	.	7	1.6
2	-0.2	2	3	-0.6
3	0.7	-2	13	0.3
4	0.1	.	-4	0.3
5	32*	-7	2	17
6	-0.2	-16	15	-0.4
7	0.1	-8	-9	0.0
8	-0.5	-5	-1	-0.2

(listing goes on)
#	canonical_smiles	D1 potentiator	D2 PAM	TRHR enhancer	D1 antag	D1 ag
9	CCOC(=O)Cc1csc(/N=C/c2c(O)n(-c3ccccc3C(F)(F)F)c(=O)c3ccccc23)n1	-3	1	1	-8	6
10	O=C(CCSc1ccccc1)Nc1ccccc1Br	0	-3	-3	-5	3
11	O=C(CCN1C(=O)[C@@H]2Cc3ccccc3CN2C1=O)N[C@@H](Cc1ccccc1)C(=O)O	0	13	2	17	0
12	O=C1/C(=C/c2ccccc2)CSc2sccc21	-7	-20	-4	5	2
13	CCN(CC)C(=S)NC(=O)c1ccc(Cl)cc1Cl	1	1	5	6	4
14	O=C1[C@@H]2Cc3c([nH]c4ccccc34)C(c3ccccc3)N2C(=O)CN1CCO (some centres undefined)	-4	2	-13	-9	2
15	Cc1nc(N=C(N)N)nc2c(C)cccc12	-5	-1	10	4	5
16	CCOc1ccc(NC(=O)N2CC=C(c3c[nH]c4ccccc34)CC2)cc1	-3	-18	4	-35*	6

#	TRHR ag	RXFP1 antag	D2 antag	D2 ag
9	4.4	-3	0	2.2
10	-2.2	3	-17	-1.7
11	0.2	.	1	1.0
12	0.3	-8	-20	-0.8
13	0.9	-23	16	0.7
14	1.0	4	-13	-0.4
15	-0.3	-31	.	.
16	0.3	-32	.	-0.8

Further records follow.
#	canonical_smiles	D1 potentiator	D2 PAM	TRHR enhancer	D1 antag	D1 ag
17	CSCCC1NC(=O)N(CC(=O)N2N=C(c3ccc(Cl)cc3)CC2c2ccco2)C1=O (centres undefined)	-3	17	2	-6	2
18	CC(NC(=O)c1ccc2c(c1)N(Cc1cccc(F)c1)C(=O)c1ccccc1S2)c1ccccc1 (centres undefined)	-4	18	2	7	4
19	CC(C)C[C@H](NC(=O)c1nc[nH]c1C(=O)N(C)Cc1ccccc1)C(=O)OC(C)(C)C	-2	16	11	0	7
20	Cc1ccc2c(c1)/C(=N/N1C(=O)c3ccccc3C1=O)C(=O)N2	1	-2	-1	33	0
21	CCOC(=O)c1cn(-c2ccccc2)nc1-c1cccnc1	-8	15	-5	-14	-3
22	O=C(C1CCCO1)N1N=C(c2ccc(Br)cc2)CC1c1ccco1 (centres undefined)	-4	-4	5	-71*	2
23	COc1cc(/C=N/NC(=O)c2ccncc2)ccc1OC(=O)c1cccc(F)c1	-8	-7	1	10	0
24	O=C(CSc1nnc(CNc2ccc(F)cc2)n1Cc1ccccc1)N1CCOCC1	-4	17	-3	7	3

#	TRHR ag	RXFP1 antag	D2 antag	D2 ag
17	-0.8	-7	7	0.2
18	0.6	-16	.	-0.3
19	-0.5	.	1	0.2
20	-0.5	-23	-1	-0.5
21	0.1	-13	-9	2.0
22	-1.2	-23	-6	-0.3
23	-1.6	-21	1	-0.2
24	0.4	-5	13	-0.1

(next part)
#	canonical_smiles	D1 potentiator	D2 PAM	TRHR enhancer	D1 antag	D1 ag
25	CCCn1c(=O)c(C(=O)Nc2nnc(CC)s2)c(O)c2ccccc21	-7	-9	0	-7	2
26	COC(=O)c1nn(-c2ccccc2)c(Sc2ccc(Cl)cc2)c1/C=N/O	-10	-10	0	7	7
27	CC(C)NC(=S)Nc1ccc(Oc2ccccc2)cc1	-10	-9	4	-29	30*
28	CCN(CC)S(=O)(=O)c1ccc2c(c1)c(=O)c(C(=O)N(C)Cc1ccccc1)cn2C	1	7	-4	-7	-1
29	CCN(CC)S(=O)(=O)c1ccc(NC2c3ncccc3C(=O)N2Cc2ccccc2)cc1 (centres undefined)	-5	-1	9	1	0
30	CCn1c(SCC(=O)C(C)(C)C)nnc1-c1cccnc1	-1	-1	-5	-4	1
31	CCc1cc2c(=O)c(-c3cnn(-c4ccccc4)c3)c(C)oc2cc1OCC(=O)Nc1ccc(F)c(F)c1	-2	0	-3	0	0
32	CSCc1nc2sc(C(=O)Nc3nc(C)cs3)c(C)c2c(=O)[nH]1	5	9	2	-4	1

#	TRHR ag	RXFP1 antag	D2 antag	D2 ag
25	0.9	.	-16	-1.5
26	0.5	-17	7	-0.6
27	-0.2	-14	-8	-0.3
28	-1.0	.	.	-0.1
29	-0.5	4	-11	1.1
30	0.4	-3	25	-0.6
31	0.1	3	-1	1.0
32	1.2	-9	18	0.8

(continued)
#	canonical_smiles	D1 potentiator	D2 PAM	TRHR enhancer	D1 antag	D1 ag
33	Cc1ccccc1NC(=O)Nc1nnc(CC(=O)NCc2ccccc2)s1	-12	-1	2	4	5
34	O=C(Cc1ccc(F)cc1)NCCc1csc(-c2cccc(F)c2)n1	2	0	5	13	0
35	Cc1cc(Br)ccc1NC(=O)CNC(=O)CSc1ncccn1	-1	-6	6	-6	3
36	Cc1cccc(CSc2ccc(-c3ccco3)nn2)c1	-5	-12	-10	5	1
37	CC(C)c1ccc(-c2noc(SCC(=O)N3CCCCC3)n2)cc1	-2	3	1	-2	11
38	COc1ccc(CCNC2CC(=O)N(N(C)C)C2=O)cc1OC (centres undefined)	1	7	5	-9	1
39	O=C(COC(=O)c1ccco1)Nc1ccc2c(c1)OCO2	-2	14	-7	4	2
40	COc1ccc(C(=O)n2cnc3ccccc32)cc1	-3	8	-2	24	4

#	TRHR ag	RXFP1 antag	D2 antag	D2 ag
33	0.5	-6	31*	0.3
34	-0.4	-7	.	0.0
35	0.8	-9	-5	0.3
36	-0.2	-14	4	-1.0
37	0.5	-10	.	0.2
38	0.0	1	-6	1.0
39	-0.3	-6	22	0.1
40	0.1	4	-11	-0.3

Looked up above.
Value for entry 37 under RXFP1 antag: -10
Value for entry 39 under D2 antag: 22
Value for entry 33 under RXFP1 antag: -6
Value for entry 38 under D1 ag: 1
Value for entry 40 under TRHR enhancer: -2
Value for entry 35 under TRHR ag: 0.8
Value for entry 36 under D1 antag: 5

(further entries)
#	canonical_smiles	D1 potentiator	D2 PAM	TRHR enhancer	D1 antag	D1 ag
41	CCCC(c1nnnn1CC(=O)OCC)N(Cc1cc2ccc(C)cc2[nH]c1=O)C1CCCC1 (centres undefined)	-6	0	-4	-3	2
42	Cc1ccc(C)c(N2CCN(S(=O)(=O)c3ccc4c(c3)OCCO4)CC2)c1	-1	-2	-1	6	7
43	Cc1cc([N+](=O)[O-])cnc1N1CCOCC1	-1	9	5	7	1
44	OCCN1CCN(CCOc2ccccc2-c2ccccc2)CC1	-6	2	7	-6	7
45	O=C(Nc1ccc(S(=O)(=O)N2CCCCC2c2cccnc2)cc1)c1ccc(Br)cc1 (centres undefined)	-5	11	-1	-10	1
46	COc1ccccc1-c1nnc2sc(COc3ccc(Cl)cc3Cl)nn12	-6	-8	-2	13	9
47	Cc1ccccc1OCC(=O)Nc1ccc(NC(=O)c2ccco2)cc1	-1	1	2	-4	0
48	Cc1ccc(CNCc2cccn2-c2nnc(N3CCCC3)s2)cc1	-6	-14	4	3	24

#	TRHR ag	RXFP1 antag	D2 antag	D2 ag
41	0.2	9	21	-0.3
42	0.4	-21	3	0.0
43	0.0	2	-5	0.7
44	-0.1	-2	-4	0.1
45	0.4	?	.	0.0
46	-0.7	4	-2	-0.7
47	0.0	-7	9	0.0
48	-1.3	.	.	.

The list continues:
#	canonical_smiles	D1 potentiator	D2 PAM	TRHR enhancer	D1 antag	D1 ag
49	O=C(NNc1nc2ccccc2s1)c1ccc(F)cc1	1	-10	3	2	3
50	COc1ccc(NC2(c3ccc(Cl)cc3)C(=O)c3ccccc3C2=O)cc1	-5	-5	7	3	0
51	CN(C)S(=O)(=O)N(CC(=O)NCCSc1ccc(Cl)cc1)c1ccccc1	0	3	-5	-12	1
52	O=C(N/N=C/c1cc(O)ccc1Br)c1cccnc1	-6	.	9	2	11
53	Cc1cccc(C)c1NC(=O)CN(C)C(=O)c1ccccc1SCC(=O)N1CCCC1	-2	2	-6	2	5
54	CN(C)C(=O)C1(c2ccccc2)CCN(S(=O)(=O)c2ccccc2)CC1	7	-2	-1	-3	1
55	CCOC(=O)N1CCN(S(=O)(=O)c2ccc3c(c2)SCC(=O)N3)CC1	7	11	18	16	4
56	Nc1ncc(-c2ccccc2)c(-c2ccc(O)cc2O)n1	-7	1	-1	-2	8

#	TRHR ag	RXFP1 antag	D2 antag	D2 ag
49	0.6	.	20	0.7
50	-0.1	-5	-5	0.1
51	-1.0	.	.	-0.4
52	3.1	.	.	.
53	0.9	0	-7	0.0
54	0.2	-4	8	-0.2
55	0.3	-11	4	-0.3
56	-0.3	-21	5	-2.7

Full records, quoted from the list:
CN(C)S(=O)(=O)N(CC(=O)NCCSc1ccc(Cl)cc1)c1ccccc1 as listed: D1 potentiator = 0; D2 PAM = 3; TRHR enhancer = -5; D1 antag = -12; D1 ag = 1; TRHR ag = -1.0; RXFP1 antag = .; D2 antag = .; D2 ag = -0.4
O=C(NNc1nc2ccccc2s1)c1ccc(F)cc1 as listed: D1 potentiator = 1; D2 PAM = -10; TRHR enhancer = 3; D1 antag = 2; D1 ag = 3; TRHR ag = 0.6; RXFP1 antag = .; D2 antag = 20; D2 ag = 0.7

Reprinted at random: two records from the list.
#	canonical_smiles	D1 potentiator	D2 PAM	TRHR enhancer	D1 antag	D1 ag
54	CN(C)C(=O)C1(c2ccccc2)CCN(S(=O)(=O)c2ccccc2)CC1	7	-2	-1	-3	1
51	CN(C)S(=O)(=O)N(CC(=O)NCCSc1ccc(Cl)cc1)c1ccccc1	0	3	-5	-12	1

#	TRHR ag	RXFP1 antag	D2 antag	D2 ag
54	0.2	-4	8	-0.2
51	-1.0	.	.	-0.4

Along the list, as entered above.
TRHR enhancer, nos. 49 to 55: 3, 7, -5, 9, -6, -1, 18
